ATXN2 expr inh: inhibitors of ATXN2 expression; HEK-293 ATXN2-luciferase reporter, luminescence, 24 h; Potency, µM (top dose mostly 57 µM), for the others: top-dose activity change, negative = inhibition, most hits filed as inhibitors; 0.72% of 360,000 active; note: potency is the fitted concentration of half-maximal effect; % is set by controls: 0 for no effect and ±100 for the full control effect; nearly all actives have a fitted effect of over 55% in size
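ATXN2-luciferase reporter cells (luciferase flanked by upstream and downstream ATXN2 gene portions) were treated 24 h at 37 °C with compounds at up to 57 uM. SteadyGlo luminescence gave expression; GF-AFC fluorescence gave viability.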
SW480 rerep: induces DNA re-replication in SW480 colon adenocarcinoma cells; SW480 DNA re-replication, Hoechst DNA content imaging, 48 h; Potency, µM (titrated, usually from 46.1 µM), for the others: at the highest dose re-replication activation, actives largely listed as activators; 1.8% of 340,000 active; note: potency is the fitted concentration of half-maximal effect; % of control where 0% means no effect; nearly all actives have a fitted effect of over 55% in size
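SW480 cells exposed to compounds for 48 hr at 37 C, 5% CO2, then Hoechst-stained 40 min. Nuclear DNA content imaged by fluorescence scanning (405 nm excitation, 500-530 nm emission); re-replication scored as increased high-intensity nuclei.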
KB-3-1 tox: kills parental KB-3-1 adenocarcinoma cells. Potency, µM (series often up to 46.1 µM), for the others: at the top dose activity change, negative = cytotoxic, hits mostly cytotoxic. AID 1347075. 1.4% of 400,000 active. KB-3-1 viability, CellTiter-Glo ATP luminescence, 72 h; note: potency is the fitted concentration of half-maximal effect; % is set by controls: 0 for no effect and ±100 for the full control effect; nearly all actives have a fitted effect of over 60% in size
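Using CellTiter-Glo luminescence, growth of non-resistant KB-3-1 adenocarcinoma cells is assessed 72 h after pin-tool compound addition at 37 °C. Normalized responses across the concentration series yield fitted curves.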
HepG2 tox: HepG2 cytotoxicity, counter-screen for TGF-b inhibitors. HepG2 CAGA-GFP viability, ATP luminescence, 18 h. Potency, µM (series often up to 46.1 µM), without a hit: at the top dose activity change, negative = cytotoxicity, most hits filed as cytotoxic. 0.76% of 410,000 active. AID 588856; note: potency is the fitted concentration of half-maximal effect; some results filed as inactive show a strong effect at the top dose
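HepG2 CAGA-GFP cells (1000/well, DMEM with 1% FBS) received compound, then TGF-beta at 500 pg/mL final, and were incubated 18 hours at 37 degrees C. Viability was read by CellTiter-Glo luminescence. Media-only wells were set as complete cell-killing and DMSO as no toxicity.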
HT1080 IDH1KD tx: HT-1080 IDH1 knockdown cell toxicity (counter line). HT-1080 IDH1 knockdown viability, ATP luminescence, 48 h. Potency, µM (titrated, usually from 46.1 µM), for inactives: at the highest dose activity, negative = toxicity, actives largely listed as cytotoxic. 2% of 360,000 active;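 note: potency is the fitted concentration of half-maximal effect; 0% = DMSO wells and -100% = cell-free medium wells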
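% activity derives from luminescence (CellTiter-Glo), normalised to DMSO and no-cell wells. HT-1080-IDH1KD cells, 750/well, had 48 h compound exposure at 37 °C.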
IL1B secr inh: blocks inflammasome-driven IL-1 beta release | THP-1 LPS/ATP IL-1B secretion, AlphaLISA, 16 h; active compounds read low | activity change, % at 57.5 µM | 4.7% of 360,000 active | AID 743279; in the data active = activity change below about -50%; inconclusive = mostly about -30% to -49%; note: % is set by controls: 0 for no effect and ±100 for the full control effect
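Secreted IL-1B measured by AlphaLISA bead assay after 16 h compound exposure of THP-1 cells; compounds (final up to 57.5 uM) added 1 h before LPS (250 ng/mL) and ATP (1.25 mM) stimulation; lower signal means less secretion.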
S2 tox: viability counter-screen for ATXN expression inhibitors | Potency, µM (doses to about 56.7 µM), actives largely listed as cytotoxic | 0.49% of 400,000 active | S2 cells (HEK-293 line with an ATXN2-luciferase reporter) viability, CellTiter-Fluor protease fluorescence, 24 h; note: potency is the fitted concentration of half-maximal effect; nearly all actives have a fitted effect of over 40% in size
MCF10A rereplic: induces DNA re-replication in MCF 10a normal breast cells | MCF 10A DNA re-replication, Hoechst nuclear intensity, 48 h | Potency, µM (top dose mostly 46.1 µM), inactives show at the top dose activity, positive = re-replication, most hits filed as activators | 2.9% of 350,000 active; note: potency is the fitted concentration of half-maximal effect; % of control where 0% means no effect; nearly all actives have a fitted effect of over 50% in size
HT1080-NT tox: kills 2HG-producing HT-1080-NT fibrosarcoma cells | 1.6% of 360,000 active | HT-1080-NT fibrosarcoma viability, CellTiter-Glo ATP luminescence, 48 h | Potency, µM (doses to about 46.1 µM), without a hit: at the highest dose activity, negative = less viability, most hits filed as cytotoxic;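 note: NT is the 2HG producing partner of a matched IDH1 knockdown line; potency is the fitted concentration of half-maximal effect; 0% = DMSO-treated cells and -100% = media-only wells without cells; nearly all actives have a fitted effect of over 55% in size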
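Viability of the 2HG-overproducing fibrosarcoma line after 48 hours of compound exposure at 37 degrees C was determined by luminescence with CellTiter-Glo, and concentration-effect curves were then fitted and categorized.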
* = called active by the depositor; i = inactive; ? = inconclusive; . = no result given; & = joins results of further samples; [ ] = remark or other dose. Unless noted, calls come from the whole dose curve; as a rule, active = well fitted curve in the direction sought with a large enough effect; inconclusive = small, poorly fitted or top-dose-only effect, or another doubt; inactive = no such curve, though single readings can be large; an effect the other way counts as inactive or inconclusive.

SMILES	ATXN2 expr inh	SW480 rerep	KB-3-1 tox	HepG2 tox	HT1080 IDH1KD tx	IL1B secr inh	S2 tox	MCF10A rereplic	HT1080-NT tox
O=C(NCc1ccccn1)c1nc(-c2ccc(C(F)(F)F)cc2)no1	-19.2%	-0.7%	-1.6%	-5.7%	13.4%	-12.5	i	3.8%	8.5%
CS(=O)(=O)N(Cc1ccccc1)c1ccc(C(=O)NCc2ccccc2)cc1	-11.8%	13.1%	1.5%	-13.7%	2.7%	-7.7	i	-8.1%	-3.0%
O=C(CC12CC3CC(CC(C3)C1)C2)NC(=S)N1CCCCC1	1.7%	-1.1%	7.2%	-2.1%	-6.1%	28.9	i	4.0%	0.6%
Cc1cc(NCc2ccco2)n2ncnc2n1	7.9%	-2.4%	12.1%	0.2%	1.3%	23.8	?	-0.8%	8.7%
CCCCCCNC(=O)C(C#N)c1nc2ccccc2nc1N1CCCC1 (stereo unspecified)	6.8%	?	7.8%	-3.4%	13.7%	18.8	i	13µM*	5.9%
Cc1cc(/C=C2\SC(=S)NC2=O)c(C)n1C1CC1	30.3%[activator]	0.7%	9.1%	-13.2%	25.1%	-3.2	i	9.0%	-0.5%
O=C(/C=C/c1ccco1)NCC(=O)N/N=C/c1ccc(Cl)cc1	-7.7%	-15.3%	1.4%	-6.6%	0.0%	12.3	i	17.2%	2.8%
Cc1oc(-c2ccccc2F)nc1CS(=O)(=O)CC(=O)N1CCc2ccccc21	-3.2%	-2.6%	10.1%	-30.6%	-1.6%	14.1	i	-2.7%	18.0%
Cn1c(-c2ccc([N+](=O)[O-])cc2)nc2ccccc21	25.2%	2.9%	9.8%	-22.4%	17.6%	-18.2	i	0.2%	18.6%
CCCc1cc(=O)oc2c(CN3CCCC3)c(O)ccc12	-0.6%	5.0%	4.2%	4.3%	8.4%	-7.8	i	-3.0%	4.5%
O=C(CSCc1cnn(-c2ccccc2)c1-n1cccc1)NCc1cccnc1	-12.2%	-2.9%[1.84 µM]	-19.8%	-13.9%	-3.2%	-22.1	i	-9.8%	-2.4%
COc1ccc(-c2cn[nH]c2-c2ccc(OCc3ccccc3)cc2O)cc1	0.0%	?	-1.9%	-142.1%	?	-99.3*	i	13µM*	-6.6%
CCOc1ccccc1N1CC(C(=O)Nc2c(C)n(C)n(-c3ccccc3)c2=O)CC1=O (stereo unspecified)	18.7%	-0.2%	20.1%	6.5%	16.4%	19.8	?	-1.0%	13.9%
CCCCCCCCN1C(=O)[C@H](CC(=O)NCC23CC4CC(CC(C4)C2)C3)C[C@@]2(C(=O)OC)CC(C)(C)CC=C12	.	.	?	.	-7.4%	8.8	.	.	-0.5%
CCn1ccnc1CNC(=O)CC1C(=O)NCCN1Cc1ccccc1F (stereo unspecified)	-1.9%	-20.9%	5.0%	20.6%	22.2%	-12.6	i	-1.5%	0.0%
COc1ccccc1C=NNC(=O)c1ccccc1OCCOc1ccccc1	2.0%	-5.0%	-1.1%	-0.5%	-4.5%	?	i	?	-5.3%
CCNC(=O)C1CCCN(C(=O)c2ccc(C(=O)OC)cc2)CC1 (stereo unspecified)	2.5%	.	0.0%	-3.4%	11.6%	3.2	i	.	?
CCOC(=O)N1CCN(C(=O)CCCn2nnnc2CN2CCC(C)CC2)CC1	-14.1%	-8.6%	18.3%	4.0%	2.0%	-0.7	i	-3.1%	0.2%
CC(=O)Nc1ccc(NC(=O)CSc2nc3nc(-c4cccs4)cc(C(F)(F)F)c3c(=O)[nH]2)cc1	9.7%	-11.6%	10.4%	-20.2%	-1.7%	6.4	i	0.5%	-6.0%
Cc1cc(C(F)F)n2nc(C(=O)Nc3ccccc3Br)nc2n1	3.0%	-9.9%	10.2%	-0.3%	-0.2%	-23.6	i	0.8%	6.5%
CCOC(=O)CC(NC(=O)CCc1c(C)nc2c(-c3ccccc3)c(C)nn2c1C)c1ccc(C)cc1 (stereo unspecified)	?	.	-29.9%	1.3%	.	.	i	.	.
Cc1cc(NC(=O)CSc2nc3c([nH]c4ccccc43)c(=O)n2-c2ccc(Cl)cc2)no1	3.2%	.	11.8%	1.0%	.	.	i	.	.
CC(=O)c1cccc(Nc2nc(=O)c3cccnc3s2)c1	23.9%	-12.6%	9.2%	-16.0%	1.7%	?	i	-1.7%	4.8%
CCC(=O)N1CCc2cc(Br)cc(S(=O)(=O)N(C)c3ccc(OC)cc3OC)c21	-37.5%	?	?	0.1%	?	5.8	i	?	?
O=C(Nc1nnc(S(=O)(=O)N2CCCCCC2)s1)c1cccc(Br)c1	-14.3%&0.0%	-19.2%	?	-48.1%&-51.6%	?	-9.2	?	15.4%	23.1µM*
O=C(Nc1ccc(Cl)cn1)c1ccccc1SCc1ccccc1	-4.8%	-13.7%[9.22 µM]	-23.3%	9.3%	-4.9%	-2.0	.	4.3%	-11.4%
COc1cc(-c2nc3ccccn3c2/N=C/c2cc(OC)c(OC)c(OC)c2)ccc1O	0.2%	-5.1%	23.9%	1.2%	2.0%	?	i	3.3%	11.9%
COc1ccc(C(=O)Nc2ccc(C(=O)N3CCCCC3)cc2)cc1OC	21.1%	-2.6%	-8.3%	-23.6%	-7.7%	-2.6	i	3.6%	-7.0%
C=CCn1c(SCC(=O)N2CCc3ccccc3C2)nc2ccccc2c1=O	-6.8%	-0.2%	-13.5%	9.9%	-12.5%	12.6	i	?	0.3%
Cc1oc(C)c(C(=O)O)c1C(=O)O	11.4%	2.6%	-12.1%	18.7%	4.5%	-7.4	i	3.3%	-2.0%
COc1cccc(CC2(CO)CCCN(Cc3ccc(C)s3)C2)c1 (stereo unspecified)	-42.5%	-17.2%	-13.3%	-15.6%	-14.3%	-6.2	i	?	1.8%
CCCc1cc(C(=O)Nc2ccc(F)c(Cl)c2)no1	73.6%[activator]	-1.6%	-3.1%	-23.0%	3.5%	-18.4	i	7.8%	-2.7%
COc1cccc(N=Cc2c(O)n(-c3cccc(C)n3)c(=O)c3ccccc23)c1	-15.4%	-0.8%	?	-1.9%	-15.7%	-18.7	i	2.9%	-17.6%
Cc1ccc(NC(=O)N2CCCC2C(=O)NCCc2ccccc2)cc1 (stereo unspecified)	-13.3%	-5.9%	1.9%	-0.8%	4.6%	27.9	?	-2.4%	7.0%
O=C(CN1CCCCC1)N=Nc1c(O)[nH]c2ccccc12	.	-4.4%	-0.4%	-0.8%	11.2%	10.1	i	6.0%	16.4%
O=C(NCc1ccc(F)cc1)c1cccc2c1C(=O)c1ccc(N3CCC(N4CCCCC4)CC3)cc1S2(=O)=O	-17.8%	.	-1.8%	-10.5%	10.4%	-25.6	?	.	10.3%
CCOC(=O)c1c(NC(=O)CSc2c[nH]c3ccccc23)sc2c1CCC2	?	-1.5%	?	-50.5%	?	-21.7	?	28.3%	?
O=C(/C=C\c1ccco1)Nc1nc(-c2ccccc2)cs1	33.4%	-14.0%	5.5%	0.6%	11.9%	0.0	i	?	10.3%
COC(=O)c1cc(-c2ccc(S(=O)(=O)N3CCCCC3)cc2)c(C(F)(F)F)s1	-5.2%	-7.7%	-11.2%	23.0%	-8.4%	8.8	i	-0.1%	-13.6%
Cc1cc(C)cc(Nc2c(F)c(F)c(F)c(F)c2C(=O)O)c1	-18.5%	-9.0%	?	-13.6%	-1.6%	-3.5	i	11.3%	-16.6%
O=C(O)c1ccc(NCc2nc3cc4ccccc4cc3[nH]2)cc1	-4.2%	1.6%	-12.6%	0.0%	16.3%	57.9	?	4.3%	3.8%
CCCNS(=O)(=O)c1ccc(CCC(=O)NCc2cccnc2)cc1	0.2%	-5.8%	0.3%	-10.6%	11.2%	8.7	i	0.4%	7.3%
CCCNC(=S)Nc1ccc(Oc2ccccc2)cc1	5.2%	?	?	-32.9%	14.1µM*	-7.1	i	21.8%	15.8µM*
Cc1[nH]c2ccccc2c1C(=O)COC(=O)c1c(-c2ccccc2Cl)noc1C	-15.0%	2.1%	-7.6%	-6.5%	-26.7%	?	i	?	-26.8%
O=c1[nH]ncn1-c1ccccc1	22.5%	-17.5%	12.2%	-8.3%	1.6%	38.3	i	0.8%	-4.6%
COC(=O)c1ccc(CO/N=C/c2ccc(OC)cc2)o1	20.9%	-4.6%	-13.0%	19.0%	1.0%	-17.3	.	12.8%	-1.3%
COc1ccccc1NC(=O)CSc1nnc2ccc(-c3ccccn3)nn12	6.6%	?	?	-13.9%	-3.5%	-3.4	i	3.1%	-2.2%
CCN(CC)C(=O)c1nc[nH]c1C(=O)N(CC)CC	12.3%	-5.0%	13.0%	2.8%	10.4%	-0.3	i	-1.3%	1.2%
CSc1ccccc1NC(=O)c1cc(-c2ccco2)on1	1.3%	-10.2%	3.1%	9.0%	11.4%	3.0	i	1.7%	9.2%
COC(=O)COc1cccc(NC(=O)c2ccc(Cl)cc2)c1	-2.2%	-5.1%	6.9%	-34.7%	11.0%	?	i	-22.1%	1.8%

Among those listed so far, these have a thiophene ring, fused or not.
SMILES	ATXN2 expr inh	SW480 rerep	KB-3-1 tox	HepG2 tox	HT1080 IDH1KD tx	IL1B secr inh	S2 tox	MCF10A rereplic	HT1080-NT tox
CC(=O)Nc1ccc(NC(=O)CSc2nc3nc(-c4cccs4)cc(C(F)(F)F)c3c(=O)[nH]2)cc1	9.7%	-11.6%	10.4%	-20.2%	-1.7%	6.4	i	0.5%	-6.0%
COc1cccc(CC2(CO)CCCN(Cc3ccc(C)s3)C2)c1 (stereo unspecified)	-42.5%	-17.2%	-13.3%	-15.6%	-14.3%	-6.2	i	?	1.8%
CCOC(=O)c1c(NC(=O)CSc2c[nH]c3ccccc23)sc2c1CCC2	?	-1.5%	?	-50.5%	?	-21.7	?	28.3%	?
COC(=O)c1cc(-c2ccc(S(=O)(=O)N3CCCCC3)cc2)c(C(F)(F)F)s1	-5.2%	-7.7%	-11.2%	23.0%	-8.4%	8.8	i	-0.1%	-13.6%

Compound activity from PubChem BioAssay.
